FBW7 activator = human FBW7 E3 ligase activation, primary screen; 0.13% of 650,000 active; normalized activity (activation), % at 26.1 µM; AlphaScreen FBW7–phospho-cyclin E peptide binding, activator screen; in the data active means normalized activity above about 1.9%;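 further: purified mutant Fbw7 with reduced substrate affinity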
TEAD-YAP inh = TEAD-YAP interaction inhibition | HEK-TIYL cells, TEAD-Gal4/YAP UAS-luciferase luminescence | inhibition, % at 9.12 µM | 1.4% of 640,000 active | AID 1259422; in the data active means inhibition above about 32%;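 further: 0% = median of test compound wells and 100% = reference inhibitor wells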
GPR151 activ = activates the human receptor GPR151. Q8TDV0. PathHunter beta-arrestin GPR151 cells, luminescence. activation, % at 11.2 µM. 1% of 650,000 active. AID 1508602; in the data active means activation above about 4.9%;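 further: 0% = median of compound wells and 100% = cells with positive control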
Target sequence (Q8TDV0 whole entry, looked up): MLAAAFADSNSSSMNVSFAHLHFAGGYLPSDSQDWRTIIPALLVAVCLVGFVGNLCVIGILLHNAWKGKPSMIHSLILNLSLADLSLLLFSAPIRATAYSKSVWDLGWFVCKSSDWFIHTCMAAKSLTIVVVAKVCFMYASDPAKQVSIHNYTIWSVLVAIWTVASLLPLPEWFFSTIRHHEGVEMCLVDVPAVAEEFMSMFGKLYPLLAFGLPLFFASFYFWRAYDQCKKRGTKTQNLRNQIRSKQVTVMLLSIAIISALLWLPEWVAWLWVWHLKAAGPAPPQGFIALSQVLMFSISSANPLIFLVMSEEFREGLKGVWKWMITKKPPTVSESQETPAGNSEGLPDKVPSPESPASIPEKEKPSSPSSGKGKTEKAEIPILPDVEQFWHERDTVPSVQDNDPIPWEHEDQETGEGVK
MITF primary = blocks human microphthalmia-associated transcription factor | O75030 | AlphaScreen MITF homodimerization, bead proximity signal | inhibition, % at 2.6 µM | 0.91% of 650,000 active; in the data active means inhibition above about 50%;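 further: 0% = vehicle wells with protein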
Target sequence (O75030 whole entry, looked up): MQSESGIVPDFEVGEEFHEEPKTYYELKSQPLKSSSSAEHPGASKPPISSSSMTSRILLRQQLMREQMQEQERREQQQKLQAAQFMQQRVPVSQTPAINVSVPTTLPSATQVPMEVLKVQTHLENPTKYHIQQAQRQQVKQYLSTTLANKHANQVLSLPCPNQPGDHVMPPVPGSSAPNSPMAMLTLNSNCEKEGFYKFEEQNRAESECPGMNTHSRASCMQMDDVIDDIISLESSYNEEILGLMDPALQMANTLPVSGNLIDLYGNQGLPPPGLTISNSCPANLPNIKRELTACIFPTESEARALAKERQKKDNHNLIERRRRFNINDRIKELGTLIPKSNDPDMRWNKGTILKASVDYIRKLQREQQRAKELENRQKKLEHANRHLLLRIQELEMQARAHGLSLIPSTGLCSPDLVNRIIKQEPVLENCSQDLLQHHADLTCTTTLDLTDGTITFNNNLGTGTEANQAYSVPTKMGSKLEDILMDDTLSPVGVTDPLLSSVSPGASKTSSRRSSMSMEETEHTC
* marks the source's active call; other numbers are inactive results; & = joins results of further samples.

Letters – A = FBW7 activator; B = TEAD-YAP inh; C = GPR151 activ; D = MITF primary
1) Cc1ccccc1NC(=O)CSC1=C(C#N)C(c2sccc2C)CC(=O)N1 (stereo unspecified)
  A: -0.1 | B: 12 | C: 0.4 | D: 1
2) Cc1cccc(-n2c(C)nnc2SCc2nc(-c3cccs3)no2)c1
  A: -0.2 | B: 0 | C: 2.6 | D: 3
3) O=C1CN=C(Nc2ccccc2)N1Cc1cccs1
  A: 1.4 | B: -6 | C: 0.0 | D: 2
4) Cc1nc2sc(C(=O)Nc3ccc(Br)cc3)c(N)c2c(C)c1C
  A: -0.2 | B: -72 | C: 1.1 | D: -8
5) CN(C)c1ccc(/C=N/Nc2ccccc2)cc1[N+](=O)[O-]
  A: -0.1 | B: -10 | C: 4.9 | D: 9
6) OCCC1CN(Cc2cccc3nonc23)CCN1Cc1cccs1 (stereo unspecified)
  A: -0.1 | B: -9 | C: -0.2 | D: -8
7) O=C1OC(c2cccc(Cl)c2)=N/C1=C\c1ccc(Br)cc1
  A: 0.0 | B: 10 | C: -0.6 | D: 17
8) CCc1ccc(CN2CCc3nnc(CCNC(=O)C4CCC4)n3CC2)cc1
  A: 0.0 | B: -2 | C: 1.8 | D: -2
9) CC(C)c1cc(C(=O)Nc2ccc(Cl)cn2)nn1-c1nc2ccccc2s1
  A: 0.1 | B: 46* | C: 0.7 | D: 16
10) CN(C(=O)c1nn2c(C(F)(F)F)cc(-c3ccco3)nc2c1Cl)C1CCCCC1
  A: 0.0 | B: 8 | C: 3.6 | D: 3
11) COc1cc(OC)cc(-c2nc3ccccc3c(=O)n2NC(=O)c2ccc(C(C)(C)C)cc2)c1
  A: 0.0 | B: -2 | C: 0.5 | D: -5
12) CC(=O)Nc1cc(NC(=O)/C=C\C(=O)O)ccc1Cl
  A: -0.1 | B: 1 | C: 0.0 | D: 4
13) N#Cc1cnn(-c2ccc(F)c(Cl)c2)c1N
  A: 0.1 | B: 0 | C: -0.7 | D: 5
14) COc1cccc(C(C)N(C)C(=O)c2cc(COc3ccc(C(C)=O)cc3)on2)c1 (stereo unspecified)
  A: 0.0 | B: -31 | C: 0.7 | D: 11
15) COc1ccc(-c2nc3cc(C)ccc3o2)cc1
  A: 0.0 | B: 69* | C: -7.4 | D: 0
16) COc1ccc(CC2(CCC(=O)NCc3cccc(OC)c3OC)CCC(=O)N2)cc1 (stereo unspecified)
  A: 0.9 | B: -1 | C: 0.5 | D: 2
17) O=C(N/N=C/c1cc(Br)ccc1O)c1c[nH]c2ccccc12
  A: 0.3 | B: 0 | C: 0.9 | D: -34
18) Cc1ccc(C(=O)NCCOC23CC4CC(CC(C4)C2)C3)cc1
  A: 0.1 | B: -13 | C: 2.5 | D: -8
19) COc1ccc(/C=C(/C#N)C(=O)Nc2cccc([N+](=O)[O-])c2)cc1
  A: -0.1 | B: 2 | C: -1.0 | D: 3
20) CCOC(=O)COc1ccc(/C=c2\sc3nc4ccccc4n3c2=O)cc1OC
  A: -0.1 | B: 0 | C: -0.2 | D: -9
21) CC(=O)C1=C(C)NC(=O)NC1c1cccc(Cl)c1 (stereo unspecified)
  A: 0.1 | B: 2 | C: -0.4 | D: 8
22) CCOc1cc(/C=C2/C(=N)N3N=C(CC)SC3=NC2=O)ccc1OCCOc1ccc(Cl)c(C)c1
  A: 0.3 | B: 12 | C: 0.7 | D: 9
23) Cc1oc(-c2ccc(Cl)cc2)nc1CS(=O)CC(=O)NCc1ccco1 (stereo unspecified)
  A: -0.2 | B: 3 | C: 0.5 | D: 3
24) CCOC(=O)c1oc2cccc(O)c2c1CN(Cc1ccccc1)C(C)=O
  A: -0.1 | B: 12 | C: -1.4 | D: -15
25) Cc1[nH]n(-c2ccc([N+](=O)[O-])cc2)c(=O)c1C=NC1CCCC1
  A: 0.3&0.2 | B: -55&-22 | C: -5.9&-4.4 | D: 6&8
26) Cc1cc(C(=O)Nc2nc3c(F)cccc3s2)nn1C
  A: 0.1 | B: -28 | C: -3.9 | D: 12
27) c1ccc(Cn2nnc3c(N4CCOCC4)ncnc32)cc1
  A: -0.1 | B: -14 | C: -0.2 | D: -5
28) O=C(Nc1ccccc1-c1nc2ccccc2s1)c1cc([N+](=O)[O-])ccc1Cl
  A: 0.0 | B: 7 | C: -0.3 | D: -5
29) Cc1[nH]c2ccc(OC(F)(F)F)cc2c1CCNC(=O)COc1ccc(F)cc1
  A: 0.0 | B: -5 | C: -0.6 | D: 3
30) C/C(CC(=O)N1CCN(C=O)CC1)=N\NC(=O)C(=O)Nc1cccc(C)c1
  A: 0.4 | B: -4 | C: 3.1 | D: 8
31) CCCC(c1nnnn1CC1CCCO1)N1CCN(CC)CC1 (stereo unspecified)
  A: -0.2 | B: -2 | C: -0.5 | D: 2
32) CCN(CC)CCN(C)Cc1cccc(F)c1
  A: -0.2 | B: -6 | C: 0.0 | D: 28
33) CCOC(=O)C1=CN(c2cc(C)ccc2C)C=C(C(=O)OCC)C1c1cccc(OC)c1OC
  A: 0.6 | B: 11 | C: 0.1 | D: 13
34) Cc1ccccc1N1C(=O)NC(=O)/C(=C\c2cc(C)n(-c3ccc(C(=O)O)cc3)c2C)C1=O
  A: 0.1 | B: 8 | C: -1.8 | D: 36
35) CC1(C)OCC(CNC(=O)c2cnc3scc(C(C)(C)C)n3c2=O)O1 (stereo unspecified)
  A: -0.4 | B: 3 | C: -0.1 | D: 11
36) CCn1c(-c2ccccc2)cnc1SCC(=O)Nc1ccc(NC(C)=O)cc1
  A: -0.3 | B: 18 | C: -0.5 | D: -15
37) CCCCSc1nnc2c(n1)OC(c1ccc(O)cc1)Nc1ccccc1-2 (stereo unspecified)
  A: 0.3 | B: -7 | C: -0.8 | D: -14
38) COCCCn1c2c(c(=O)[nH]c1=O)C(c1ccc(C)cc1)C1=C(N2)c2ccccc2C1=O (stereo unspecified)
  A: 0.1 | B: 12 | C: -0.1 | D: 15
39) CCOC(=O)c1oc2ccccc2c1NC(=O)c1c(F)cccc1F
  A: 0.1 | B: -5 | C: -0.7 | D: -4
40) COc1ccc(OC)c(C2C3=C(CC(C)(C)CC3=O)NC3=C2C(=O)c2ccccc23)c1 (stereo unspecified)
  A: -0.2 | B: -3 | C: 3.1 | D: 6
41) O=C1c2ccccc2C(=O)N1CC1c2ccccc2CCN1C(=O)CN1CCOCC1 (stereo unspecified)
  A: 0.0 | B: -6 | C: -0.3 | D: 0
42) COC(=O)c1ccccc1OC(=O)COc1ccc2c(C)cc(=O)oc2c1
  A: -0.2 | B: 6 | C: 1.8 | D: 17
43) CCS(=O)(=O)N1CCN(Cc2nc(-c3ccc(Cl)cc3)cs2)CC1
  A: 0.2 | B: 33* | C: 0.4 | D: -3
44) CN(CCO)c1cc(N2CCN(c3ccccc3F)CC2)c2nonc2c1[N+](=O)[O-]
  A: 0.4 | B: 22 | C: -0.6 | D: 24
45) O=[N+]([O-])c1cccc(-c2nc(-c3ccccc3)c3ccccn23)c1
  A: 0.0 | B: 7 | C: -0.4 | D: 3
46) CCOC(=O)C1CCN(Cc2cc(Br)c(OC)cc2OC)CC1
  A: -0.2 | B: 6 | C: 2.7 | D: 6
47) COc1ccc(C(=O)NNC(=O)c2ccc(O)cc2O)cc1
  A: -0.5 | B: -16 | C: -2.3 | D: -4
48) COc1ccc2c(c1OC)C(=O)OC2Nc1ccccc1 (stereo unspecified)
  A: 0.5 | B: -2 | C: -0.2 | D: 7
49) Cc1ccc(C(=O)NCC(c2ccc3c(c2)OCO3)N2CCOCC2)cc1 (stereo unspecified)
  A: -0.7 | B: -15 | C: -0.8 | D: 2
50) O=C1CSC(=O)N1CC(=O)N1CCc2c([nH]c3ccccc23)C1c1cc(F)ccc1F (stereo unspecified)
  A: -0.1 | B: 7 | C: -1.0 | D: -10

(list continues)
Letters – A = FBW7 activator; B = TEAD-YAP inh; C = GPR151 activ; D = MITF primary
51) COc1ccc(CC(=O)Nc2cccc(Cl)c2Cl)cc1OC
  A: 0.0 | B: 10 | C: 0.3 | D: 16
52) O=C(CSc1ccccn1)Nc1ccccc1C(F)(F)F
  A: -0.1 | B: -4 | C: -1.6 | D: 12
53) CCN1CCCC1CNC(=O)Cn1c(=O)c2cccn2c2cccnc21 (stereo unspecified)
  A: 0.0 | B: 3 | C: -0.4 | D: -7
54) CN1CCN(c2ncn(-c3ccc(Nc4nccc(-c5cc(C#N)cc(N6CCC(O)CC6)c5)n4)cc3)n2)CC1
  A: -0.1 | B: 42* | C: -0.7 | D: 3
55) COc1ccc(N2CCN(C(=O)c3ccc(S(=O)(=O)c4cccc(Cl)c4)c([N+](=O)[O-])c3)CC2)cc1
  A: 0.0 | B: 2 | C: -1.4 | D: 10
56) COc1cc2cc3c(N)c(C(=O)Nc4sc(C)c(C)c4C#N)sc3nc2cc1OC
  A: -0.2 | B: -1 | C: 1.2 | D: 62*
57) CC(C)(C)C(=O)Nc1nnc(-c2ccc3c(c2)CCCC3)o1
  A: 0.1 | B: -25 | C: 0.2 | D: 3
58) CCC1Oc2ccccc2N(Cc2ccccc2C)C1=O (stereo unspecified)
  A: 0.3 | B: -10 | C: 0.9 | D: -4
59) CC1CN(c2ncnc3nc[nH]c23)CC(C)O1 (stereo unspecified)
  A: -0.1 | B: 3 | C: -1.0 | D: 4
60) COc1cccc(-n2cc(C(=O)NCCC(=O)Nc3nc4ccccc4s3)c3ccccc3c2=O)c1
  A: 0.1 | B: 28 | C: 1.1 | D: 0
61) Cn1c(=O)n(C)c2cc(C(=O)NC3(c4cccc(F)c4)CCCC3)ccc21
  A: -0.1 | B: -2 | C: -0.6 | D: 0
62) CCOC(=O)C1CCCN(CCC(=O)Nc2cccc(F)c2)C1 (stereo unspecified)
  A: -0.1 | B: 11 | C: 0.4 | D: -4
63) O=C1c2ccc3c4c(ccc(c24)C(=O)N1CCOCc1ccccc1)CC3
  A: -0.2 | B: 4 | C: -0.1 | D: 0
64) Cc1cc(Cl)ccc1OCC(=O)NNC(=O)c1ccc2ccccc2c1O
  A: 0.0 | B: -8 | C: -1.0 | D: -17
65) COc1cc(-c2cnc3c(Nc4cccc(C(F)(F)F)c4)nccn23)cc(OC)c1OC
  A: 0.2 | B: 4 | C: -1.2 | D: -3
66) CCC(=O)Nc1nnc(CSCc2ccc(F)cc2)s1
  A: -0.1 | B: -7 | C: 1.2 | D: -4
67) Cc1ccc(-c2nnn(CC(=O)Nc3ccccc3Cl)n2)cc1
  A: -0.1 | B: 1 | C: 1.0 | D: 6
68) Cc1cc(=O)[nH]c(N/N=C/c2cccc(Cl)c2Cl)n1
  A: 0.6 | B: 1 | C: -1.5 | D: 79*
69) Cc1cc(C)n(C(=O)c2ccc(Cl)cc2)n1
  A: 0.2 | B: -15 | C: -0.1 | D: 8
70) CC(=O)c1ccc(S(=O)(=O)Nc2cccc(-c3cn4ccsc4n3)c2)cc1
  A: 0.0 | B: 8 | C: -0.5 | D: 12
71) Cn1c(NNC(=O)c2ccco2)nc2sc3c(c2c1=O)CC(C)(C)OC3
  A: 0.1 | B: 3 | C: 0.4 | D: 10
72) C=CCN(CC=C)C(=O)c1ccc(N2C(=O)CCC2=O)cc1
  A: 0.1 | B: 5 | C: -1.7 | D: 25
73) CC1=C(C(=O)Nc2ccccc2)C(c2cccs2)C(C#N)=C(SCc2ccc(F)cc2)N1 (stereo unspecified)
  A: 0.0 | B: 5 | C: 1.4 | D: 2
74) CN(S(=O)(=O)c1cccc(Cl)c1)S(=O)(=O)c1ccc2ccccc2c1
  A: -0.2 | B: -5 | C: 1.6 | D: 0
75) O=C1CCCN1CCn1cnc2c(NCCc3ccc(O)cc3)nc(Cl)nc21
  A: 0.0 | B: 9 | C: -0.8 | D: -14

Among those listed so far, these have a tert-butyl group.
Letters – A = FBW7 activator; B = TEAD-YAP inh; C = GPR151 activ; D = MITF primary
11) COc1cc(OC)cc(-c2nc3ccccc3c(=O)n2NC(=O)c2ccc(C(C)(C)C)cc2)c1
  A: 0.0 | B: -2 | C: 0.5 | D: -5
35) CC1(C)OCC(CNC(=O)c2cnc3scc(C(C)(C)C)n3c2=O)O1 (stereo unspecified)
  A: -0.4 | B: 3 | C: -0.1 | D: 11
57) CC(C)(C)C(=O)Nc1nnc(-c2ccc3c(c2)CCCC3)o1
  A: 0.1 | B: -25 | C: 0.2 | D: 3

Record cards, from the list above. Order of values: FBW7 activator, TEAD-YAP inh, GPR151 activ, MITF primary
Cn1c(=O)n(C)c2cc(C(=O)NC3(c4cccc(F)c4)CCCC3)ccc21 across the screens: -0.1, -2, -0.6, 0
COc1cccc(-n2cc(C(=O)NCCC(=O)Nc3nc4ccccc4s3)c3ccccc3c2=O)c1 across the screens: 0.1, 28, 1.1, 0

Continuation:
Letters – A = FBW7 activator; B = TEAD-YAP inh; C = GPR151 activ; D = MITF primary
76) COc1ccc(C(=O)NCCc2ccc(F)cc2)cc1[N+](=O)[O-]
  A: 0.0 | B: 8 | C: 0.5 | D: 9
77) CCOC(=O)c1csc(NC(=O)/C=C/c2cccs2)n1
  A: 0.3 | B: -44 | C: -2.0 | D: -17
78) COc1cccc(/C=N/NC(=O)Cc2cccs2)c1
  A: 0.0 | B: -19 | C: 0.8 | D: 6
79) CCOC(=O)C1=CN(c2ccc(OCC)cc2)C=C(C(=O)OCC)C1c1ccc(Cl)c(Cl)c1
  A: -0.1 | B: 0 | C: 0.5 | D: 2

Reformatted with tabs: 2 of the compounds above.
No.	SMILES	FBW7 activator	TEAD-YAP inh	GPR151 activ	MITF primary
78	COc1cccc(/C=N/NC(=O)Cc2cccs2)c1	0.0	-19	0.8	6
79	CCOC(=O)C1=CN(c2ccc(OCC)cc2)C=C(C(=O)OCC)C1c1ccc(Cl)c(Cl)c1	-0.1	0	0.5	2

Assay outcomes as filed in PubChem BioAssay.
